zVAD death inh = L929 zVAD cell death inhibition | L929 zVAD necroptosis rescue, ATP luminescence, 24 h; with zVAD 60 µM | viability rescue, % at 10 µM | hit rate 0.38% among 220,000 | AID 1377;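 active = activation, scaled between plate controls, above about 75%, limit read from the data; inactive = activation under that limit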;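 note: 0% = zVAD with DMSO and 100% = DMSO alone without zVAD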
Runt-SMMHC FRET = inhibitors of human RUNX1 Runt domain binding to CBFb-SMMHC | hit rate 0.74% among 220,000 | Cerulean-Runt/Venus-CBFb-SMMHC FRET ratio 530/480, 1 h | Q01196+Q13951 | inhibition, % at 20 µM | AID 1434;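 active = mean inhibition across duplicate retests at 20 µM reaching about 50%, limit read from the data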;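 note: 0% = DMSO wells and 100% = wells with excess untagged CBFb-SMMHC; inhibitors lower the FRET ratio by blocking Runt binding to CBFb-SMMHC; some results filed as inactive read as strong as hits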
p47phox inh = blocks human p47phox regulatory protein of NADPH oxidases. P14598. inhibition, % at 24.7 µM. AID 1274. p47phox/p22phox peptide binding, fluorescence polarization, 2 h. hit rate 0.53% among 220,000;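 active = inhibition above about 30%, limit read from the data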;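 note: 0% = p47phox with labelled peptide and 100% = labelled peptide alone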
Target sequence (P14598 whole entry, looked up): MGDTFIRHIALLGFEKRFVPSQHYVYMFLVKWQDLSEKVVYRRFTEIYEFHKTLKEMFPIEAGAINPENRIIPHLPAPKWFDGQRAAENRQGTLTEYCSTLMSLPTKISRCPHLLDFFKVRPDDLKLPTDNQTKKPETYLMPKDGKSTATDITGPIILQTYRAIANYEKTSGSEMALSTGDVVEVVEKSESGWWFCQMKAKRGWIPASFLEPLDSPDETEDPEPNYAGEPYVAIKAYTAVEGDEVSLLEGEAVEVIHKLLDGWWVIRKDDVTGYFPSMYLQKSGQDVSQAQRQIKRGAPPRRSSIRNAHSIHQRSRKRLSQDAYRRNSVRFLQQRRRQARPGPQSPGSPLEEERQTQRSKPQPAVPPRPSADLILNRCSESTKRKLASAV
Tb hexokinase = blocks Trypanosoma brucei hexokinase 1 activity; hit rate 0.11% among 220,000; inhibition, % at 10 µM; AID 1430; recombinant TbHK1, G6PDH-coupled NADH A340;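 active = inhibition of 50% or more in the single-dose primary screen; inactive = inhibition below 50%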
Runt-CBFb FRET = Runt domain-CBFb interaction inhibition | Q01196+Q13951 | Cerulean-Runt/Venus-CBFb FRET ratio 530/480, 1 h | hit rate 0.46% among 220,000 | inhibition, % at 20 µM;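 active = inhibition over about 50% at 20 µM in the single-dose screen, limit read from the data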;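 note: 0% = DMSO wells and 100% = excess unlabeled CBFb competitor control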
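System: Cerulean-labeled Runt domain protein | Quantity: 100 nM of each labeled protein | Schedule: 1 h compound exposure, room temperature | Detection: Fluorescence energy transfer, 422 nm excitation, 530/480 nm emission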
EBV gp42 inh = EBV gp42 inhibition | Q1HVG2 | Fluorescence polarization binding assay, mP read-out | inhibition, % (tested at 21.74 µM) | hit rate 0.42% among 220,000 | AID 1085; in the data active = inhibition above about 50%
Target sequence (Q1HVG2 whole entry, looked up): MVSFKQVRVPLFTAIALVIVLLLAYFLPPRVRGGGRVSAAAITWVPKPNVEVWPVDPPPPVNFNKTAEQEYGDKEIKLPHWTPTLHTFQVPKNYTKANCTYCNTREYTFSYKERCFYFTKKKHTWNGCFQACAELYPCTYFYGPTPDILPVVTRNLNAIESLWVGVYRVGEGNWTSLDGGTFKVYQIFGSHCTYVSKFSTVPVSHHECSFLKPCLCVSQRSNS
MDM2 E3 inh = inhibitors of human Mdm2 E3 ubiquitin ligase; cell-based MDM2 ubiquitination luciferase reporter, 2 h; 0 = plate control, 100 = twice control, blank-subtracted; hit rate 0.11% among 210,000; signal enhancement, % at 5 µM; AID 1230;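 active = signal enhancement of 30% or more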;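 note: luminescence tracks abundance of the self-degrading MDM2-luciferase fusion protein; higher signal means inhibition of MDM2 E3 ligase activity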
Target sequence (Q00987 whole entry, looked up, the tested form may be a part): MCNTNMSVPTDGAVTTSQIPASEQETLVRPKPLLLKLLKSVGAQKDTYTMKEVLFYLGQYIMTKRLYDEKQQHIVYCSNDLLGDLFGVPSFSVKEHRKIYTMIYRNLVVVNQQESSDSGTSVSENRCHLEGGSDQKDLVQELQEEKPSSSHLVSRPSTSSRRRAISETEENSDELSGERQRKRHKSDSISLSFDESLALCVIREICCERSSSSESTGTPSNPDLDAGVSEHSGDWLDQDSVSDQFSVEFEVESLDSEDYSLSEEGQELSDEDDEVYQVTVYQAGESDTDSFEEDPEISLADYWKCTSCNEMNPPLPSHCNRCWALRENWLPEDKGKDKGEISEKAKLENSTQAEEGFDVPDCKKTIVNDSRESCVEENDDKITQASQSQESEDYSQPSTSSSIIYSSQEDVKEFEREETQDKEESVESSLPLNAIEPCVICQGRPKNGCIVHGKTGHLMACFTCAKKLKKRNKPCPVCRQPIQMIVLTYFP
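Material: Stable MDM2–luciferase fusion reporter cells | Amount: 2000 cells seeded into each well | Dosing: One concentration, 5 µM, with 0.2% DMSO | Incubation: 4 h cell settling then 2 h compound exposure, 37 °C | Measured by: Luciferase luminescence | Read-out basis: % enhancement relative to plate controls after blank subtraction | Benchmarks: Control and blank well means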
Hck Nef HTS = inhibitors of human Hck kinase activated by Nef; P08631; Recombinant Hck-YEEI plus Nef, Z-Lyte FRET kinase assay; inhibition, % at 20 µM; hit rate 0.68% among 220,000;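 active = Hck-Nef kinase inhibition above about 50%, limit read from the data; inactive = inhibition below that limit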;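 note: 0% = DMSO with Hck plus Nef and 100% = Hck alone without Nef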
14-3-3 Bad PPI = disrupts binding of bovine 14-3-3 zeta to phospho-Bad peptide; TR-FRET 14-3-3zeta/Dy647-pBad peptide displacement, 1 h; inhibition, % at 21.7 µM; hit rate 0.71% among 220,000; P63103;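 active = inhibition above about 70%, limit read from the data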;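 note: 0% = full 14-3-3 plus peptide FRET controls and 100% = background without 14-3-3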
Starred values were filed as active, the others as inactive; x = not tested or not shown; [ ] = remark or other dose.

SMILES	zVAD death inh	Runt-SMMHC FRET	p47phox inh	Tb hexokinase	Runt-CBFb FRET	EBV gp42 inh	MDM2 E3 inh	Hck Nef HTS	14-3-3 Bad PPI
COc1ccc(-c2cc(C(F)F)n3ncc(C(=O)N4CCSCC4)c3n2)cc1	0.4	1	-7	-14	0	-15	4	3	10
CC(=O)Nc1ccc(CN2CCC(CO)(CCOc3ccccc3)CC2)cc1	-0.7	4	-3	8	-1	4	-17	4	-3
CC(=O)C1=C(O)C=C(c2ccco2)CC1c1ccco1 (stereo not given)	0.4	-6	-19	-31	14	-17	-22	1	-9
Cc1ncccc1C(=O)N1CCCC(CNC(=O)c2ccc(-c3ccccc3)cc2)C1 (stereo not given)	1.1	-7	5	-1	0	-13	15	17	-8
Cc1onc(-c2ccccc2Cl)c1C(=O)NCc1ccco1	-0.1	9	-3	-2	12	19	-4	10	-5
CCOC(=O)C1=C(CC)Nc2ccccc2N=C1NC(=O)CCNC(C)=O	2.0	1	-11	-2	0	1	4	-7	-14
COc1cccc2c(=O)n(CC(=O)N3CCN(c4ccccc4)CC3)ccc12	1.3	-1	-7	-16	-2	-8	-15	1	-3[fluorescence artefact?]
Cc1ccc(C(=O)NC(=S)Nc2cccc(NC(=O)c3ccccc3)c2)cc1[N+](=O)[O-]	5.9	0	-9	4	0	16	-12	2	-17
COc1ccc(-n2nc(C(=O)NCC(=O)NCCCN3CCCCCC3)c3ccccc3c2=O)cc1Cl	0.1	5	-8	-4	-2	3	0	-10	21
CCNc1nc(Oc2ccccc2)nc(OC(C)C(=O)OCC)n1 (stereo not given)	5.5	1	-11	6	-1	5	-12	-8	-2
O=C(CN1CCCCCC1)N/N=C/c1cccs1	0.4	2	-7	-9	0	-1	-9	0	19
Cn1cnc(S(=O)(=O)Nc2ccc(C(F)(F)F)cc2)c1	-1.2	0	-3	4	-1	-11	-9	6	-3
CC(C)(C)c1ccc(Oc2ccc(NC(=O)c3ccccc3C(=O)O)cn2)cc1	1.6	-1	-13	-5	-1	-10	-12	9	0
CC(C)NC(=O)Nc1ccc(Br)cc1Cl	0.2	3	5	0	-2	-9	-7	-5	-17
C=CCN1C(=O)C(CC(=O)NCC)SC1=Nc1ccc(S(N)(=O)=O)cc1 (stereo not given)	1.4	-2	-6	-1	-1	-9	-6	-4	-4
Cc1ccc(NC(=O)CSc2nc(=O)cc(N)n2-c2ccccc2)cc1	0.2	5	-9	-5	0	-17	-12	6	-7[fluorescence artefact?]
COc1ccc(CC(=O)Nc2ccc(-c3csc(C)n3)cc2)cc1	0.3	-2	-11	-6	-1	-16	-1	3	0
O=C(CCS(=O)(=O)c1ccccc1)Nc1ccc(N2CCOCC2)cc1	0.2	0	-10	-3	-1	-15	-15	21	-8
O=C1c2ccc(-c3ccc4c(c3)C(=O)N(CCO)C4=O)cc2C(=O)N1CCO	0.4	0	-1	-16	0	-3	x	13	1
C=CCNC(=S)N1CCC(C(N)=O)CC1	2.3	0	-7	-2	-1	-6	-19	14	-12
Cc1ccc(CN2C(=O)CCC2C(=O)NCc2ccc3c(c2)OCO3)cc1 (stereo not given)	2.2	2	-2	-7	2	7	-6	0	-3
On1c(-c2ccccc2Cl)nc2ccccc21	0.5	2	-4	5	2	-5	-16	13	2
O=C1CC(c2ccccc2)CC(O)=C1C=NCc1ccccc1 (stereo not given)	-0.2	-2	-6	-6	x	-10	-5	-2	-3
CN(Cc1ccon1)C(=O)CC1C(=O)NCCN1CC(C)(C)C (stereo not given)	0.8	0	7	0	-1	0	-6	22	-6
COC(=O)Nc1cc(C(F)(F)F)ccc1N1CCN(c2ccccc2)CC1	0.7	-3	-13	0	0	-17	-16	16	-6
SMILES	zVAD death inh	Runt-SMMHC FRET	p47phox inh	Tb hexokinase	Runt-CBFb FRET	EBV gp42 inh	MDM2 E3 inh	Hck Nef HTS	14-3-3 Bad PPI
C/C(=N/OC(=O)c1cccc(Cl)c1)c1nccs1	0.0	-5	-14	-2	-4	-9	-12	0	-9
Cc1ccc2nc(NC(=O)CSc3nncc(=O)n3N)sc2c1	-0.4	-1	-19	1	0	17	-12	7	55
O=C(Nc1ccc(Cl)cc1)c1sccc1-n1cccc1	41	2	1	2	-1	-4	-10	16	-15
O=C(O)CCC(=O)Nc1ccccc1N1CCOCC1	0.4	-4	3	-3	0	-16	-35	1	-3[fluorescence artefact?]
OCc1ncc(-c2ccccc2)s1	-0.5	-2	14	-6	2	-8	-16	15	-2
CCN(CC)S(=O)(=O)c1cccc(-c2nnc(SCCOc3ccc(Cl)cc3)o2)c1	-0.5	0	1	8	-2	-20	-15	0	1
O=C(COC(=O)c1ccc(Br)o1)Nc1ccc(S(=O)(=O)N2CCCC2)cc1	-0.2	9	-21	6	1	-2	2	1	0
CCN(CC)C(=O)C(=O)c1c(-c2ccccc2)[nH]c2ccccc12	-0.2	-3	0	-22	-2	-1	-23	4	5
O=c1nccc(Nc2ccccc2)[nH]1	0.8	5	-9	-7	1	-10	-11	12	-5
CCN1CCc2c(sc(NC(=O)c3ccc(S(=O)(=O)N4CCOCC4)cc3)c2C(N)=O)C1	1.3	16	-2	-19	9	-3	-32	-4	-8
Cc1ccc(Nc2c(-c3ccco3)nc3nc(C)cc(C)n23)cc1	-2.0	0	-9	-9	4	0	-6	16	-15
O=C(Nc1cccc([N+](=O)[O-])c1)c1ccc(N2CCCC2=O)cc1	1.9	-1	4	-2	2	-10	1	2	1
Cc1nn(Cc2cccc(C(=O)NC(C)c3ccc(C(C)(C)C)cc3)c2)c(C)c1[N+](=O)[O-] (stereo not given)	0.2	0	-5	-17	-2	1	-18	0	2
Cc1cc(C)c[n+](CC(=O)c2ccc(-c3ccccc3)cc2)c1	-0.2	-10	1	0	-3	-21	-5	7	0
O=C(NCCc1ccc2c(c1)OCCO2)c1ccc([N+](=O)[O-])cc1Cl	-0.1	0	5	9	0	1	-35	8	11
CCOC(=O)c1c(Nc2ccc(Cl)cc2)sc(/C=C2\C=Nc3ccccc32)c1O	2.1	-36	-62	-19	-26	-82	-17	-2	-4
CC(=O)Oc1ccccc1C(=O)Nc1ncc([N+](=O)[O-])s1	x	2	-4	x	33	-17	x	x	11
CCOc1ccc2[nH]c(=O)c(C(c3nnnn3Cc3ccco3)N3CCCC(C)C3)cc2c1 (stereo not given)	1.0	-12	-26	-12	7	-5	-10	1	-1[fluorescence artefact?]
Cc1cccc(OCCOc2ccccc2C=C(C#N)C#N)c1	1.7	-4	-20	15	-4	-16	2	1	-11
COc1ccc(NC(=O)C(=O)N/N=C/c2cccnc2)cc1	0.1	4	-9	-7	-2	-2	x	24	-3
O=C(c1ccco1)N1CCN(C(=O)C2CC(c3ccc(Cl)c(Cl)c3)=NO2)CC1 (stereo not given)	71	-1	-12	-2	-2	-19	-5	3	3
CSc1nc(-c2ccccc2)cc(C)c1C#N	0.2	2	-8	-10	0	-24	-15	20	-1
Cn1nc(C(=O)NCc2cccnc2)c2ccccc2c1=O	0.3	4	-6	4	-2	-10	-5	10	-4[fluorescence artefact?]
Cc1ccccc1C(=O)N1CCN(c2ccc(NC(=O)c3ccco3)cc2Cl)CC1	0.7	4	-12	-1	0	7	0	4	-9
CCOc1ccc(N2C(=O)CC(SC(=NC)Nc3ccc(F)cc3)C2=O)cc1 (stereo not given)	0.3	1	6	3	0	-1	x	-5	2

A few values from the entries so far:
In EBV gp42 inh, C=CCN1C(=O)C(CC(=O)NCC)SC1=Nc1ccc(S(N)(=O)=O)cc1 (stereo not given) reads -9
In EBV gp42 inh, OCc1ncc(-c2ccccc2)s1 reads -8

Carrying on.
SMILES	zVAD death inh	Runt-SMMHC FRET	p47phox inh	Tb hexokinase	Runt-CBFb FRET	EBV gp42 inh	MDM2 E3 inh	Hck Nef HTS	14-3-3 Bad PPI
CC(C)Oc1cc(NC(=O)CS(=O)(=O)CC(=O)N(C)C)c(Cl)cc1Cl	0.5	3	-2	-3	-1	-20	-8	5	-10
C=CCNC(=O)NC(=O)COC(=O)CCCSc1nc2ccccc2[nH]1	-0.9	-1	-11	-1	-1	-25	9	0	1
Cc1cc(C(=O)CN2C(=O)NC3(CCCc4sccc43)C2=O)c(C)n1-c1ccccc1 (stereo not given)	1.6	-5	-20	3	-3	-3	4	5	-7[fluorescence artefact?]
COCC(=O)N1CCN(c2nc3ccccc3o2)CC1	0.4	-3	-4	-4	1	-26	-11	23	0
N#Cc1ccc(NC(=O)c2cc(-c3cccs3)on2)cc1	3.6	-9	3	-12	-2	-4	-9	18	4
NNC(=O)c1cc(-c2ccc(O)cc2)nc2ccc(Br)cc12	0.1	-8	-19	-26	-1	-9	-11	19	-11
Cc1ccc(C(=O)COC(=O)c2cc(=O)[nH]c3ccccc23)cc1C	3.0	-3	-40	-10	0	-91	-1	41	-15
COc1ccc(OCC(O)CNC(=O)c2ccccc2)cc1 (stereo not given)	0.7	3	-12	-4	-3	-7	-2	2	-4
CC(=O)Nc1ccc(Nc2ncnc3c2cnn3-c2ccc(C)cc2C)cc1	0.0	4	-91	-10	1	8	-20	-2	-5
C=CCn1c(NC)cc(=O)n(C)c1=O	-0.2	2	-9	3	-3	-1	1	1	-9[fluorescence artefact?]
O=C(NC1CCCC1)C(c1ccccc1F)N(C(=O)c1ccco1)C1CCCC1 (stereo not given)	-0.6	-6	8	-3	1	-2	-16	-3	-15[fluorescence artefact?]
COC(=O)c1ccc(NC(=O)CSc2nnc(C(C)NC(=O)c3ccccc3Cl)n2C)cc1 (stereo not given)	0.0	-10	-14	-8	x	-15	0	1	2
CNC(=O)N(C1=NCCCCC1)c1ccc(Br)cc1	0.8	3	-7	-3	2	-20	-6	4	-7[fluorescence artefact?]
CCN(CC)C(=O)c1ccc2c(c1[N+](=O)[O-])C(=O)c1ccccc1C2=O	1.3	4	-11	-5	2	-14	-8	4	-2
N#CCCN(C(=O)COc1ccc(Br)cc1F)c1ccc(F)cc1	0.2	2	-4	1	-2	-14	-23	27	-2
COc1cccc(OC)c1C(=O)Nc1ccc(N2CCCCC2)cc1	-0.1	0	-12	-11	0	-6	2	1	-3
CCN1CC=C2C(C#N)=C(N)C(C#N)(C#N)[C@H](c3ccoc3)[C@H]2C1	0.1	-21	-14	-4	37	57*	5	21	13
COc1cc(O)c(C(CCN2CCCC2)c2ccc(N(C)C)cc2)c(OC)c1 (stereo not given)	-0.3	2	2	1	4	-13	-1	9	-5
COC(=O)c1sc(-c2ccc(Cl)cc2)cc1NC(=O)CSCC(=O)O	0.2	-2	-8	-36	0	0	-11	22	3
O=C(c1ccccc1Cl)N1N=C(c2ccc(Br)cc2)CC1c1nc2ccccc2[nH]1 (stereo not given)	0.7	-6	-4	0	0	-10	-1	2	-11
COC(=O)c1c2c(nc3ccccc13)CCC2	-0.8	-4	-16	-12	1	-10	-9	-2	-8

Among those listed so far, these contain a CF3 group:
SMILES	zVAD death inh	Runt-SMMHC FRET	p47phox inh	Tb hexokinase	Runt-CBFb FRET	EBV gp42 inh	MDM2 E3 inh	Hck Nef HTS	14-3-3 Bad PPI
Cn1cnc(S(=O)(=O)Nc2ccc(C(F)(F)F)cc2)c1	-1.2	0	-3	4	-1	-11	-9	6	-3
COC(=O)Nc1cc(C(F)(F)F)ccc1N1CCN(c2ccccc2)CC1	0.7	-3	-13	0	0	-17	-16	16	-6

Compound activity deposited in PubChem by several laboratories.
